# S1P2 agonist = S1P2 receptor agonists, primary screen, cell-based; S1P2-expressing cell line, agonist reporter read-out; activation, % at 4.5 µM; hit rate 0.46% among 97,000; in the data active = activation above about 16%;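 note: 0% = vehicle low control and 100% = maximal reference agonist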
# PLAP act = PLAP enzyme activators, biochemical, luminescence, HTS. Alkaline phosphatase, placental type (Homo sapiens), P05187. AID 696, 2007. activation fold at 20 µM. purified PLAP enzyme, luminescent substrate read-out; active compounds read high. hit rate 1.2% among 96,000; in the data active = activation fold above about 2
# PostGolgi yeast = phenotypic screen on post-Golgi transport, primary screen. hit rate 0.9% among 98,000. post-Golgi transport phenotypic cell assay. inhibition, % at 10 µM;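 note: yeast cells grown in 1536-well plates; yeast grown about 18 h at 30C before absorbance read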
# PostGolgi ctrl = growth inhibition of yeast control strain, primary screen, counter-screen for post-Golgi transport modulator project; efflux-deficient yeast background strain, growth absorbance A615, 16 h; inhibition, % at 10 µM; hit rate 5% among 98,000
# Mac1 fbg inh = inhibitors of CD11b/CD18 adhesion to fibrinogen, primary screen, K562 cells, luminescence; inhibition, % at 10 µM; AID 1497, 2009; Integrin beta-2 (Homo sapiens) + Integrin alpha-M (Homo sapiens), P05107+P11215; ATPlite luminescence; Mn2+ added to activate the integrin; hit rate 0.54% among 93,000;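 active = primary inhibition of 50% or more at 10 µM, then 40% or more on retest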; note: some results filed as inactive read as strong as hits
# Target sequence (P05107 whole entry, looked up, other chains not shown): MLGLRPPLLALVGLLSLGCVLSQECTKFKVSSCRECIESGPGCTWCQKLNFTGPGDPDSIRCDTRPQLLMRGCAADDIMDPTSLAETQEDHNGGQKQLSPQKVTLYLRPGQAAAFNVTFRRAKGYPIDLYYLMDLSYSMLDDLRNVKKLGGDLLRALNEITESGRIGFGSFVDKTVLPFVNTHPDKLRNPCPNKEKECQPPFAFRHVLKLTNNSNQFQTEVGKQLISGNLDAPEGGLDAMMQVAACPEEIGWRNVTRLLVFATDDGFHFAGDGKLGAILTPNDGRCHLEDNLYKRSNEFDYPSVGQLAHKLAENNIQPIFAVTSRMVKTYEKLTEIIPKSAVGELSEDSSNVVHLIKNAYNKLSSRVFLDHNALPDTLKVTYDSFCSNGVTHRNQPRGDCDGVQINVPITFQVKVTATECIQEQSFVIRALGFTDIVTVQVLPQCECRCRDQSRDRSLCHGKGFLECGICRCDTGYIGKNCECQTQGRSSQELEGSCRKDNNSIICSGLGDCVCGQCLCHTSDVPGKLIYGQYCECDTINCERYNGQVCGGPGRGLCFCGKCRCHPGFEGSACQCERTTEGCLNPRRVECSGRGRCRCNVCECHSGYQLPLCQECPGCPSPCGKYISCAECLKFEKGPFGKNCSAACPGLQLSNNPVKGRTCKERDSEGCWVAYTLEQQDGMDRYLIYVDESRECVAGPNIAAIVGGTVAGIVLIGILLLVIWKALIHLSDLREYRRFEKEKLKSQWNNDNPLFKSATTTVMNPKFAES
# sEH activator = soluble epoxide hydrolase activators, primary screen, biochemical, human sEH; Bifunctional epoxide hydrolase 2 (Homo sapiens), P34913; purified human sEH enzymatic activity, activator screen; activation, % at 2 µM; hit rate 0.04% among 91,000; in the data active = activation above about 37%; note: values of inactives mirror those of a sister screen read the other way
# E coli WT exp = growth inhibitors of wild-type E. coli, primary screen, strain BW25113, expanded library, OD600; OD600 absorbance; hit rate 0.15% among 98,000; growth inhibition, % at 100 µM;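 active = growth inhibition above about 50% at one test dose, limit read from the data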;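 note: growth measured after 20 h incubation at 37 °C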
# S1P2 blocker = human S1P2 receptor antagonists, primary screen, cell-based; hit rate 0.21% among 97,000; cell-based S1P2 antagonist assay, inhibition at 5 uM; inhibition, % at 5 µM; Sphingosine 1-phosphate receptor 2 (Homo sapiens), O95136; in the data active = inhibition above about 45%;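 note: CRE beta-lactamase reporter cells expressing human S1P2 stimulated with S1P; 0% = agonist at EC80 alone and 100% = agonist plus reference antagonist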
# sEH inhibitor = soluble epoxide hydrolase inhibitors, primary screen, biochemical, human sEH; recombinant human sEH enzymatic activity assay; inhibition, % at 2 µM; hit rate 0.34% among 91,000; AID 707, 2007; in the data active = inhibition above about 80%; note: values of inactives mirror those of a sister screen read the other way; many of its hits are not listed in these tables
# Active calls of the source: *; x = no result given. Cut-off read from the data, not from the text of the source, unless noted: active = inhibition above about 30%; inactive = the rest. No enrichment for hits. Share with any hit: about 7.1%.
SMILES,S1P2 agonist,PLAP act,PostGolgi yeast,PostGolgi ctrl,Mac1 fbg inh,sEH activator,E coli WT exp,S1P2 blocker,sEH inhibitor
Cc1cc(N/C=C2\CCCCC2=O)no1,-2,0.8,1,-1,9,-3,7,-18,1
CCc1ccc(OCC(O)CN2CCN(c3ccccc3)CC2)cc1 (stereo not drawn),2,1.3,7,33*,13,10,10,2,-10
O=C(O)C1CCC(=O)N(C2CCCCC2)C1c1ccccc1 (stereo not drawn),-5,x,0,0,x,-8,6,14,11
COc1ccc(CCNC(=O)COC(=O)c2ccc(Br)o2)cc1OC,0,0.9,3,-1,9,6,-7,-4,-3
O=C(Nc1nc2ccc(Cl)cc2s1)c1ccco1,-5,0.9,-4,12,3,4,-10,-16,-7
OCCN(CCO)Cc1ccc(Br)cc1,-4,0.9,12,0,-7,0,6,-1,-2
O=C(N/N=C/C(Br)=C\c1ccccc1)c1n[nH]c2c1CCC2,-2,1.5,-2,17,-10,-10,-2,-8,7
O=C(NCCNC(=O)c1cc(OCC(F)(F)F)ccc1OCC(F)(F)F)Nc1ccc(OC(F)(F)F)cc1,-9,1,-7,-2,0,-52,-2,7,52
CC(C)NS(=O)(=O)c1ccc(Oc2ncc(C(F)(F)F)cc2Cl)cc1,-4,0.9,3,14,-7,-10,3,6,12
Cc1cc(C)cc(N(C(=O)Cn2nnc3ccccc32)C(C(=O)NCc2ccco2)c2ccncc2)c1 (stereo not drawn),-3,0.8,0,5,-28,0,-11,-23,1
Cc1cc(N)n(-c2ccc3ccccc3c2)n1,-6,1,5,9,x,x,-2,20,x
Cc1n[nH]c(=S)n(/N=C/c2ccccn2)c1=O,-4,1.2,3,15,9,x,15,17,x
COc1ccc(C2C(=O)N(C3CCCCC3)CC(=O)N2CCc2ccccc2)cc1OC (stereo not drawn),-2,1.3,3,-3,-5,-5,5,-8,4
COc1ccc(/C=N/Nc2nc(N3CCCC3)nc(N3CCCC3)n2)cc1O,-16,1.2,-1,22,x,-10,5,15,10
COc1ccc(-n2c(O)c(/C=N/n3cnnc3)c3ccccc3c2=O)cc1,-3,1.2,1,13,-2,11,-1,17,-12
OCCN1CCN(c2ncnc3nc[nH]c23)CC1,x,1.3,-11,4,-10,x,4,x,x
COc1ccccc1CNCc1ccc(OC)c(OC)c1OC,-4,x,x,x,x,11,x,-4,-10
Nc1cc(C(=O)OCC(=O)NCC2CCCO2)ccc1Cl (stereo not drawn),-6,1,0,-5,-17,-11,-19,21,11
CC1=N/C(=C\c2ccc([N+](=O)[O-])cc2)C(=O)N1c1cc(Cl)ccc1C,-5,1.1,14,-4,x,-6,-5,6,9
N#Cc1nc(COc2ccc(Cl)cc2Cl)oc1N1CCN(c2ccccc2)CC1,-3,0.9,0,20,4,-4,-10,-5,7
CCc1nc(SCC(=O)Nc2ccc3c(c2)OCCO3)c2oc3ccccc3c2n1,2,1,-5,-10,x,-40,-9,-13,39
CCCCCCC(=O)Nc1nc(C)c(-c2csc(Nc3cc(Cl)ccc3C)n2)s1,-1,1.1,-5,3,x,-58,-6,-23,60
CC1=C(CC(=O)c2ccc(Cl)cc2)C(=O)c2ccccc2C1=O,-4,1,-1,8,x,6,-3,18,-3
Nc1nnc(SCC(=O)Nc2ccc3c(c2)OCCO3)s1,0,0.8,1,1,-12,5,-4,3,-3
O=C(Nc1ccc(-c2nc3cccnc3s2)cc1)c1ccc(Br)o1,-3,1.1,1,0,-17,4,-2,-19,0
CCOc1ccc(-n2c(SCC(=O)Nc3ccccc3C)n[nH]c2=O)cc1,-2,0.9,9,25,-19,2,-9,9,-3
COCCNC(=O)c1c(N)n(/N=C/c2cccs2)c2nc3ccccc3nc12,9,1.6,4,13,-3,-6,-5,-27,5
CCNc1nc(NCC)nc(Nn2cnnc2)n1,1,0.8,-8,7,2,9,4,-23,-7
O=C(CSc1oc(-c2ccccc2)nc1S(=O)(=O)c1ccc(F)cc1)NCC1CCCO1 (stereo not drawn),-7,x,-6,10,x,-11,-13,-3,10
O=C1CC(Sc2ncccn2)C(=O)N1c1ccccc1 (stereo not drawn),-8,0.9,6,26,-10,-5,-1,-29,6
CC1(C)CC(=O)C2=C(C1)Oc1ncn(CCCO)c(=N)c1C2c1ccccc1 (stereo not drawn),-5,1.5,4,-1,-4,6,5,14,-8
COc1ccccc1OCc1nnc(SCC(=O)NCc2ccco2)n1Cc1ccco1,-7,1.7,-8,3,16,-8,-3,13,9
O=C(Cc1c(F)cccc1Cl)Nc1cccnc1,-5,1.3,-1,7,-4,5,15,-1,-2
Cc1cc(NC(=O)CSc2nnc(C3CC3)n2N)no1,-5,1,-4,7,-11,x,0,13,x
O=C(CSc1nnc(NC2CCCCC2)s1)NC1CCS(=O)(=O)C1 (stereo not drawn),-2,1.1,23,15,24,-12,2,23,12
COc1cccc(CNC(=O)C2CCN(S(=O)(=O)N3CC(C)CC(C)C3)CC2)c1 (stereo not drawn),-4,1.1,7,21,x,-48,-11,1,49
CCCNc1nc(C)nc2c1cnn2CCc1ccccc1,3,1.1,5,4,-7,-1,-6,-9,3
COC(=O)c1c(C)oc2ccc(OC(=O)c3cccs3)cc12,-5,1.5,-12,3,7,-8,-15,-9,8
COc1ccccc1NC(=O)CSc1nnc(Cc2cc(=O)[nH]c(=O)[nH]2)n1-c1ccccc1,-10,1.4,6,-2,-26,9,0,-2,-12
COc1ccc(-c2nn(-c3ccccc3)cc2C2CC(c3cccs3)=NN2C(=O)CCCC(=O)O)cc1 (stereo not drawn),-3,1.8,-6,-8,36,11,-8,-21,-11
CCCc1nc2sc(C(=O)OCC)c(N)c2c2c1COC(C)(C)C2,-4,1.2,0,16,-9,-4,-8,-1,3
O=C(CSc1nccc(=O)[nH]1)Nc1ccc(S(=O)(=O)N2CCOCC2)cc1,-2,x,x,x,x,-6,x,0,10
COc1ccccc1NC(=O)N(Cc1ccco1)Cc1cc2cccc(C)c2[nH]c1=O,-5,1.5,-3,37*,-35,-9,-16,6,5
CC(C)(C)c1ccc(C(=O)NCC(=O)OCN2C(=O)c3ccccc3C2=O)cc1,-2,x,x,x,x,-3,x,-3,5
O=C(CSc1nnc(-c2cccc(S(=O)(=O)N3CCOCC3)c2)n1C1CCCCCC1)NCc1ccccc1,-4,1.1,-5,4,x,x,-4,-2,x
Cc1nc2c(C(=O)NCCC(C)C)c[nH]n2c(=O)c1Cc1ccccc1F,-6,1.6,12,-3,81*,-9,17,-8,9
COc1cccc(/C=N/N2CCN(c3ccccc3OC)CC2)c1,-3,1.1,-2,15,-21,-1,0,6,0
Cc1c(NC(=O)OCc2ccccc2)c(=O)n(-c2ccccc2)n1C,-3,1,-7,-2,6,2,7,-13,0
Cc1nn(-c2ccccc2)c(Cl)c1/C=C1\N=C(c2ccccc2)OC1=O,-2,x,x,x,x,2,x,-8,-2
Cc1ccc(/C(N)=N/OC(=O)COc2ccccc2Cl)cc1,-5,0.8,3,7,-15,2,4,-8,1
CC1CCN(C(=S)c2cn(Cc3ccccc3F)c3ccccc23)CC1,-3,1.1,2,16,-5,9,-12,15,-8
COc1ccc(S(=O)(=O)Nc2cc(C(=O)NC(C)C)ccc2N2CCOCC2)cc1,-4,1.4,1,3,-1,-10,0,-10,7
COc1ccc(-c2cc(C(=O)Nc3ccccc3SC)no2)cc1OC,0,1.1,-1,-2,-17,-3,-14,0,4
O=[N+]([O-])c1cc2c(cc1/C=N/n1c(-c3ccccc3)n[nH]c1=S)OCO2,-3,1.3,-2,5,1,-7,-7,-18,10
CCCCSc1nnc(-c2cc3c(C(F)(F)F)nn(C)c3s2)n1C,-7,1.3,-7,-6,x,4,5,9,-2
C/C(=N\OC(=O)c1ccccc1F)c1nccs1,-3,0.9,10,10,x,-4,3,-10,3
CCC(=O)N1CCN(C(C)=O)C1c1ccccc1 (stereo not drawn),-2,1.2,4,-11,-20,11,-11,-27,-11
Cc1ccccc1NC(=O)c1onc2c1CCCC2,-8,1.1,0,5,12,5,-3,-16,-5
O=S(=O)(NCCc1cn2ccccc2n1)c1ccc(F)c(C(F)(F)F)c1,-11,x,4,-2,x,-2,7,-1,2
CCOC(=O)/C(C(N)=NCc1ccco1)=C(/O)c1ccccc1,3,0.7,-3,1,-16,-7,8,-6,10

# As entered above:
# Value for `COc1ccc(-c2cc(C(=O)Nc3ccccc3SC)no2)cc1OC` in S1P2 blocker: 0
# Value for `Cc1nn(-c2ccccc2)c(Cl)c1/C=C1\N=C(c2ccccc2)OC1=O` in S1P2 agonist: -2
# Value for `Cc1nc2c(C(=O)NCCC(C)C)c[nH]n2c(=O)c1Cc1ccccc1F` in Mac1 fbg inh: 81*
# Value for `CCCc1nc2sc(C(=O)OCC)c(N)c2c2c1COC(C)(C)C2` in S1P2 agonist: -4

# Entries above marked active in Mac1 fbg inh:
molecule	S1P2 agonist	PLAP act	PostGolgi yeast	Mac1 fbg inh	sEH activator	S1P2 blocker	sEH inhibitor
Cc1nc2c(C(=O)NCCC(C)C)c[nH]n2c(=O)c1Cc1ccccc1F	-6	1.6	12	81*	-9	-8	9

# The main list resumes; the 2 compounds before the break are reprinted first.
SMILES,S1P2 agonist,PLAP act,PostGolgi yeast,PostGolgi ctrl,Mac1 fbg inh,sEH activator,E coli WT exp,S1P2 blocker,sEH inhibitor
O=S(=O)(NCCc1cn2ccccc2n1)c1ccc(F)c(C(F)(F)F)c1,-11,x,4,-2,x,-2,7,-1,2
CCOC(=O)/C(C(N)=NCc1ccco1)=C(/O)c1ccccc1,3,0.7,-3,1,-16,-7,8,-6,10
O=C(CN1CCN(S(=O)(=O)c2ccc(F)cc2)CC1)Nc1cc(C(F)(F)F)ccc1Cl,-1,1,-9,9,4,-8,-5,-20,8
O=C(CSc1ccc(-c2ccccc2)nn1)NCc1ccco1,-5,x,x,x,x,-4,x,0,7
CCCCOC(=O)c1ccc(OC(=O)c2cccnc2)cc1,-5,1.1,-13,15,-4,-2,4,-6,2
Clc1ccc2c(c1)c1ccccc1n2CN1CCOCC1,-5,1.6,14,5,19,-10,27,-19,10
Cc1ccc(-c2cn3nc(C)c(C)nc3n2)cc1,x,0.8,1,30,-29,x,-12,x,x
Cc1ccc(CN(c2ccc(C(=O)N3CCOCC3)cc2)S(C)(=O)=O)cc1,x,1.7,1,6,3,x,4,x,x
Clc1ccc2[nH]cc(-c3nnnn3-c3ccccc3)c2c1,-7,1.1,17,17,x,6,-1,-33,-6
C=CCn1c(=O)c2ccccc2n2c(SCC(=O)N3CCCc4ccccc43)nnc12,-6,0.9,6,9,-4,9,-3,5,-11
CCOC(=O)CNc1nc(C(C)(C)C)nc2c1nnn2Cc1ccccc1Cl,x,1,-3,19,9,x,-9,x,x
CCOc1cccc(C(=O)NC2CCCCC2)c1,-3,0.9,6,3,-5,-6,6,-15,9
Cn1c(=O)cc(N2CCCCC2)[nH]c1=O,-3,x,-5,19,x,3,9,-1,-4
Cc1csc(SCc2nnc(-c3ccc(Cl)cc3)o2)n1,-4,0.8,16,3,-10,-2,5,-7,-1
CC1=C(C(=O)OCC2CCCO2)C(c2ccc(C)o2)C2=C(CC(c3ccc(F)cc3)CC2=O)N1 (stereo not drawn),-7,1.3,-8,-4,11,-1,-3,3,5
O=C(NC1CCCCCC1)c1cccc(COCC(F)(F)F)c1,-7,x,x,x,x,-61,x,-9,62
Cc1nc2c3cc(Cl)ccc3n(CCN3CCCCC3)c2s1,7,1.7,-19,-1,10,6,4,-18,-7
c1coc(-c2nnc(SCc3cn4ccccc4n3)o2)c1,-1,0.9,3,0,0,-3,24,0,2
O=C(c1cnc2ccccn2c1=O)N1CCCc2ccccc21,x,0.9,8,-2,-19,x,4,x,x
CC(C)CCNC(=O)C1CCN(c2nnc(-n3cccc3)s2)CC1,-5,1.1,4,11,-7,-39,-1,14,40
COc1cccc(-c2nnc(SCC(=O)Nc3cc(C)on3)n2C)c1,-3,0.8,11,16,-13,-7,6,-1,8
O=C(N/N=C/c1ccco1)c1ccncc1,-3,1,12,-2,10,-9,-3,7,7
